Screening data: PubChem BioAssay, National Center for Advancing Translational Sciences (NCATS)
Sm TGR block: S. mansoni TGR enzyme inhibition | purified TGR, DTNB reduction, TNB absorbance 405 nm | Potency, µM (series often up to 114 µM), without a hit: top-dose activity change, negative = inhibition, hits mostly inhibitors | 3% of 360,000 active | Q962Y6; note: nearly all actives have a fitted effect of over 60% in size
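Kinetic colorimetric format: TGR-catalysed, NADPH-driven DTNB reduction monitored via TNB absorbance. Enzyme dispensed at 20 nM; compound exposure 15 min at room temperature before reaction start.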
LmPK inh: blocks Leishmania mexicana pyruvate kinase activity; Q27686; purified LmPK, Kinase-Glo ATP luminescence, 1 h; Potency, µM (doses to about 57.5 µM), for inactives: at the highest dose activity change, negative = inhibition, most hits filed as inhibitors; 0.37% of 290,000 active; AID 1721
Target sequence (Q27686 whole entry, looked up): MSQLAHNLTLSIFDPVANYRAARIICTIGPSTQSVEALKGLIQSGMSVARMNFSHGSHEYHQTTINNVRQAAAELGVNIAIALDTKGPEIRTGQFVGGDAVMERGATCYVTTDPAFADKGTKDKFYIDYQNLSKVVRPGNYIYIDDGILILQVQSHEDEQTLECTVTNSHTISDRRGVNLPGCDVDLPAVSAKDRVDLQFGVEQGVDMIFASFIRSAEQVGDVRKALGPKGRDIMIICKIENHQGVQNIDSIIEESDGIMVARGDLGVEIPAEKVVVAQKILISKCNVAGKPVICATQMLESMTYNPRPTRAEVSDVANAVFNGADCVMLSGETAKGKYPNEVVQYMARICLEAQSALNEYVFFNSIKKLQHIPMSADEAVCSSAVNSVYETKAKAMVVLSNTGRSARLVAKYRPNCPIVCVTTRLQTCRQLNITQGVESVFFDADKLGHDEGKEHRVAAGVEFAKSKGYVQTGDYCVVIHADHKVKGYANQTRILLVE
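ATP generated from ADP (0.1 mM) and PEP (0.5 mM) by 0.1 nM LmPK over 1 h at room temperature (pH 7.2 imidazole buffer) was detected by coupled luciferase luminescence. Values were normalized to uninhibited and no-enzyme wells.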
Pf growth 96h: inhibits malaria parasite growth, 96 h. P. falciparum luciferase reporter growth, 96 h. Potency, µM (doses to about 28.7 µM), for the others: top-dose activity change, negative = inhibition, most hits filed as inhibitors. 6.9% of 320,000 active. AID 504834
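Infected RBCs, 2% Hct / 0.05% parasitemia final; luciferase-reporter P. falciparum; cpd 96 h, 37 C, 5% CO2; luciferase detection reagent; luminescence.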
Tb PYK inh: blocks Trypanosoma brucei pyruvate kinase | 0.12% of 410,000 active | Q57TT1 | Potency, µM (titrated, usually from 76.8 µM), for the others: at the top dose activity, negative = inhibition, actives largely listed as inhibitors | TbPYK enzyme, Kinase-Glo Plus ATP luminescence, 45 min; note: nearly all actives have a fitted effect of over 50% in size
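TbPYK + substrate in 50 mM TEA pH 7.2, 100 mM KCl, 10 mM MgCl2, 0.05% BSA, 0.01% Tween-20; cpd pinned; ADP 130 uM final; 45 min RT; Kinase-Glo Plus 10 min; luminescence endpoint.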
HCV inhibitor: blocks hepatitis C virus; AID 651820; 3.4% of 340,000 active; Huh7.5.1 HCVcc-Cre infection, luciferase reporter, 44 h; Potency, µM (top dose mostly 41.8 µM), without a hit: at the highest dose activity change, negative = inhibition, actives largely listed as inhibitors
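A cell-based infection assay in which seeded cells (1,000 per well) receive test compound after 4 h, are inoculated with HCVcc-Cre at approximately 0.5 moi, and are incubated 44 h before luminescence detection.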
Pf growth 48h: inhibits P. falciparum growth in the first generation, 48 h | AID 504832 | P. falciparum luciferase growth in erythrocytes, 48 h | 5.9% of 310,000 active | Potency, µM (top dose mostly 28.7 µM), for inactives: at the highest dose activity change, negative = inhibition, hits mostly inhibitors
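Erythrocytes infected with P. falciparum carrying an integrated firefly luciferase reporter (2% hematocrit, 0.1% parasitemia final) were exposed to compounds in RPMI 1640 with 0.5% Albumax at 37 C, 5% CO2. Growth inhibition was scored as reduced luminescence.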
* marks the source's active call; other numbers are inactive results; ? = inconclusive; . = not tested or not shown; & = joins results of further samples; [ ] = remark or other dose. Calls come from the whole dose curve; as a rule, active = well fitted curve in the direction sought with a large enough effect; inconclusive = small, poorly fitted or top-dose-only effect, or another doubt; inactive = no such curve, though single readings can be large; an effect the other way counts as inactive or inconclusive. % is set by controls: 0 for no effect and ±100 for the full control effect; potency is the fitted concentration of half-maximal effect.

SMILES	Sm TGR block	LmPK inh	Pf growth 96h	Tb PYK inh	HCV inhibitor	Pf growth 48h
CC1=C(C(=O)Nc2ccccc2)C(c2cccc([N+](=O)[O-])c2)Nc2nc3ccccc3n21 (stereo unspecified)	-19%	-3%	.	9%	6%	?
COc1cccc(OC)c1C(=O)NC(C)CCc1ccccc1 (stereo unspecified)	-3%	-3%	?	-4%	14%	24%
Oc1ccc(Cc2ccc(Cl)cc2)c(O)c1	30%	6%	-15%	2%	20%	?
Cc1cc(C)n(-c2nc3ccccc3nc2Nc2ccc3[nH]c(=O)[nH]c3c2)n1	-3%	16%	.	2%	11µM*	-11%
CCOc1cc(C(=O)Nc2cc(C)ccc2C)ccc1OCC(=O)N1CCCCC1	-5%	1%	?	4%	-18%	?
NCCN=C1NS(=O)(=O)c2ccccc21	8%	-3%	34%[activator]	-10%	13%	19%
COc1ccccc1C(=O)COC(=O)c1ccccc1OCC(=O)Nc1ccc(SC(F)F)cc1	-7%	0%	?	-5%	?	?
O=C(Nc1ncc([N+](=O)[O-])s1)c1cccc([N+](=O)[O-])c1	2%	13µM*	0%	-16%	?	-45%
CC(C)(C)OC(=O)NCCCC[C@H](NC(=O)c1nc[nH]c1C(=O)NCc1ccc(CNC(=O)OC(C)(C)C)cc1)C(=O)OC(C)(C)C	0%	1%	12µM*	0%	?	?
COc1cccc(CNC(C)C(=O)Nc2ccc3c(c2)OCCO3)c1 (stereo unspecified)	-5%	-7%	?	4%	1%	13%
Cn1cccc1/C=N/n1c(-c2ccco2)n[nH]c1=S	.	-5%	?	?	16%	2%
CC(C)(C)c1ccc(CNc2cc(N3CCOCC3)ccc2[N+](=O)[O-])cc1	5%	2%	0%	-3%	10µM*	13µM*
CCOCc1c(C(=O)OCC(=O)Nc2ccccc2C(N)=O)oc2ccccc12	4%	.	-14%	4%	-11%	?
O=C(CSc1ncn[nH]1)Nc1nnc(-c2ccccc2)s1	-29%	-2%	17%	-3%	9%	.
COC(CNC(=O)c1cn(C)c2ccc(S(=O)(=O)N3CCOCC3)cc2c1=O)OC	-6%	0%	9.3µM*	5%	16%	-5%
OC1CCN(c2ncnc3nc[nH]c23)CC1	-9%	1%	54%[activator]	0%	6%	1%
COc1ccc(/C=N/OC(=O)Nc2ccccc2OC)cc1	9%	?	87%[activator]	-2%	?	341%[activator]
CCc1nnc(NC(=O)c2ccc(S(=O)(=O)N(C)Cc3ccccc3)cc2)o1	-21%	11%	1%	4%	?	7%
C/C(=N\NC(=O)COc1ccc(C(C)(C)C)cc1)c1ccc(N2CCOCC2)cc1	12%	5%	?	-2%	-9%	2%
CCOC(=O)C(CC)(CC)C(=O)/C=C/c1ccc(Br)cc1	12%	-7%	?	-12%	?	15µM*
CCOc1cc(C(=O)Nc2ccc(N3CCN(C(C)=O)CC3)cc2)cc(OCC)c1OCC	2%	3%	157%[activator]	1%	?	19%
Cc1[nH]c(C)c(S(=O)(=O)NCc2ccc(N(C)C)cc2)c1C(=O)N1CCCC1	-10%	-7%	3%	-1%	10%	10%
CCc1ccc(NC(=O)C(C)OC(=O)CN2C(=O)NC3(CCCC3)C2=O)cc1 (stereo unspecified)	-4%	.	-2%	1%	19%	-7%
CCOC(=O)CSc1nnc(NCC(=O)OC)c(=O)[nH]1	16µM*	9%	.	-19%	3%	-1%
CC(C)c1ccc(C(O)c2nc3ccccc3n2C)cc1 (stereo unspecified)	2%	0%	-20%	-5%	-15%	?
NS(=O)(=O)c1ccc(CCNC(=O)c2coc3ccccc3c2=O)cc1	12%	5%	5%	1%	5%	3%
Cc1cc(NC(=NC2CC2)c2ccccc2F)n(-c2ccccc2)n1	4%	-4%	0%	-3%	12%	?
CSc1ccc(/C=C(/NC(=O)c2ccccc2)C(=O)NCCCn2ccnc2)cc1	-1%	2%	0%	13%	-11%	-3%
Cc1c(C(c2ccc(Br)cc2)c2c(O)c3ccccc3oc2=O)c(=O)n(-c2ccccc2)n1C (stereo unspecified)	-3%&0%	15%	-15%	1%&1%	8%	-18%
Cc1nc(SCC(=O)OCc2ccccc2)c2c(=O)n(C)c(=O)n(C)c2n1	-10%	4%	?	9%	5%	7.4µM*
CN(C)S(=O)(=O)c1cccc(NC(=O)/C=C/c2ccc(S(=O)(=O)N3CCOCC3)cc2)c1	3%	.	?	0%	?	8.3µM*
CC1CCCN(c2cc(N(C)CCO)c([N+](=O)[O-])c3nonc23)C1 (stereo unspecified)	3%	2%	?	2%	2%	-1%
O=c1c(/C=N\NS(=O)(=O)c2ccccc2)coc2ccc(Cl)cc12	?	1%	22%	-4%	-8%	5%
Cc1cc(Nc2cccc(C)c2C)n2ncnc2n1	-14%	-2%	?	6%	17%	17%
Cc1ccc(CN2C(=O)CCC2C(=O)NCCCN2CCCC(C)C2)cc1 (stereo unspecified)	-3%	2%	36%[activator]	-7%	-7%	6%
CO/N=C/CC(=O)c1cnc(-c2ccccc2)s1	-1%	7%	31%[activator]	2%	-7%	3%
O=C(NC1CCc2ccccc21)C1CCN(S(=O)(=O)c2ccc(-n3cnnn3)cc2)CC1 (stereo unspecified)	3%	-14%	-14%	0%	-8%&-14%	-23%
CCN(C(=O)COC(=O)C1CCN(S(=O)(=O)c2c(Cl)cccc2Cl)CC1)C1CCCCC1	7%	1%	?	-1%	-17%	-28%
O=C(COc1ccc(Cl)cc1Cl)OCC(=O)c1ccc[nH]1	1%	.	16%	-3%	-2%	-6%
COc1ccccc1NC(=O)c1cc(Sc2nncn2C)nc2ccccc12	0%	6%	.	-7%	-14%	-26%

Twelve of the compounds above, with values under each structure:
Results follow in this order: Sm TGR block | LmPK inh | Pf growth 96h | Tb PYK inh | HCV inhibitor | Pf growth 48h
Cc1c(C(c2ccc(Br)cc2)c2c(O)c3ccccc3oc2=O)c(=O)n(-c2ccccc2)n1C (stereo unspecified)
→ -3%&0% | 15% | -15% | 1%&1% | 8% | -18%
Cc1nc(SCC(=O)OCc2ccccc2)c2c(=O)n(C)c(=O)n(C)c2n1
→ -10% | 4% | ? | 9% | 5% | 7.4µM*
CN(C)S(=O)(=O)c1cccc(NC(=O)/C=C/c2ccc(S(=O)(=O)N3CCOCC3)cc2)c1
→ 3% | . | ? | 0% | ? | 8.3µM*
CC1CCCN(c2cc(N(C)CCO)c([N+](=O)[O-])c3nonc23)C1 (stereo unspecified)
→ 3% | 2% | ? | 2% | 2% | -1%
O=c1c(/C=N\NS(=O)(=O)c2ccccc2)coc2ccc(Cl)cc12
→ ? | 1% | 22% | -4% | -8% | 5%
Cc1cc(Nc2cccc(C)c2C)n2ncnc2n1
→ -14% | -2% | ? | 6% | 17% | 17%
Cc1ccc(CN2C(=O)CCC2C(=O)NCCCN2CCCC(C)C2)cc1 (stereo unspecified)
→ -3% | 2% | 36%[activator] | -7% | -7% | 6%
CO/N=C/CC(=O)c1cnc(-c2ccccc2)s1
→ -1% | 7% | 31%[activator] | 2% | -7% | 3%
O=C(NC1CCc2ccccc21)C1CCN(S(=O)(=O)c2ccc(-n3cnnn3)cc2)CC1 (stereo unspecified)
→ 3% | -14% | -14% | 0% | -8%&-14% | -23%
CCN(C(=O)COC(=O)C1CCN(S(=O)(=O)c2c(Cl)cccc2Cl)CC1)C1CCCCC1
→ 7% | 1% | ? | -1% | -17% | -28%
O=C(COc1ccc(Cl)cc1Cl)OCC(=O)c1ccc[nH]1
→ 1% | . | 16% | -3% | -2% | -6%
COc1ccccc1NC(=O)c1cc(Sc2nncn2C)nc2ccccc12
→ 0% | 6% | . | -7% | -14% | -26%

Additional records follow:
SMILES	Sm TGR block	LmPK inh	Pf growth 96h	Tb PYK inh	HCV inhibitor	Pf growth 48h
COc1cc(C)c(S(=O)(=O)N2CCOCC2)cc1C(C)C	-28%	4%	.	3%	1%	?
O=C(CN1C(=O)c2ccccc2S1(=O)=O)Nc1ccccn1	-2%	.	17%	4%	22%	-29%
CN(C)C1(CNC(=O)Nc2ccccc2)CCCCC1	-7%	-1%	19%	-3%	-5%	24%
CCCOC(=O)c1ccc(NC(=O)C2C3C=CC(O3)C2C(=O)O)cc1 (stereo unspecified)	20µM*	1%	0%	-14%	11%	54%[activator]
O=C(Nc1cccc(Cl)c1)N1N=CCC1c1ccccc1 (stereo unspecified)	7%	4%	-9%	2%	?	-11%
O=S(=O)(/C=C/c1ccccc1)Nc1ccc(N2CCOCC2)cc1	-7%	-4%	16%	-9%	-4%	30%[activator]
Cc1cc(S(=O)(=O)N(Cc2cccs2)Cc2ccccc2F)ccc1-n1cnnn1	1%	2%	?	-2%	?	?
NC(=O)N1CCCC1C(=O)Nc1ccc(Cl)c(Cl)c1 (stereo unspecified)	7%	0%	9%	-5%	3%	.
O=C(c1ccccc1Sc1c(Cl)cccc1[N+](=O)[O-])N1CCOCC1	-2%	-1%	?	-2%	12%	12%
N=C(N)N=Nc1c(O)[nH]c2ccc(Br)cc12	0%	4%	-93%	0%	5%	?
COc1cccc(/C=N\NC(=O)c2cc(OCC(F)(F)F)ccc2OCC(F)(F)F)c1	-1%	4%	?	0%	-11%	-7%
CCn1cc([N+](=O)[O-])c(C(=O)NCc2ccc3c(c2)OCO3)n1	-5%	9%	?	0%	0%	-4%
Cc1ccc(NC(=O)c2cc(S(=O)(=O)N3CCOCC3)cs2)cc1	7%	4%	34%[activator]	-1%	?	?
CCCOc1ccc(/C=N/Nc2ccccc2[N+](=O)[O-])c(OCCC)c1	-11%	-9%	0%	-11%	?	?
COC(=O)c1ccc(-c2csc(NC(=O)c3ccc(S(=O)(=O)N4CCc5ccccc5C4)cc3)n2)cc1	2%	0%	?	5%	?	2%
Cc1cccc(-n2c(O)c(/C=N/NC(=O)c3ccccc3Cl)c3ccccc3c2=O)n1	-12%	2%	-1%	5%	?	-7%
Cc1ccc(-c2nc3cc(NS(=O)(=O)c4ccc(C)cc4)ccc3o2)cc1	26%	5%	?	-17%	?	.
C=C(C)C1CC=C(C)/C(=N/NC(=O)COc2ccc(C)cc2)C1 (stereo unspecified)	7%	3%	-8%	3%	5%	-7%
NC(=O)c1ccccc1NC(=O)COC(=O)C1(c2ccccc2)CC1	-12%	.	-14%	1%	-9%	?
CCN1C(=O)[C@H]2[C@@H](c3ccc(-c4ccc(Cl)c(Cl)c4)c(OC)c3)N[C@@](C)(C(=O)OC)[C@H]2C1=O	40µM*	.	0.93µM*	-10%	-18%	2.1µM*
CC1CCCC(C)N1CC(O)COCC1COc2ccccc2O1 (stereo unspecified)	12%	-5%	62%[activator]	1%	11%	9%
CC(=O)N1CCN(S(=O)(=O)c2cccc(C(=O)N(Cc3ccccc3)c3ccc(C)cc3)c2)CC1	6%	.	?	1%	-3%	5.9µM*
CCCCCC(=O)NC(=S)NNC(=O)c1ccc([N+](=O)[O-])cc1	-2%	32µM*	4%	-23%	13%	12%
FC(F)(F)c1cc(-c2cccs2)nc(-n2cc(Cl)cn2)n1	-14%	8%	?	3%	10µM*	.
O=C(Nc1ccc(-c2n[nH]c(=S)o2)cc1)c1ccccc1Cl	6%	-14%	-16%	?	2%	57%[activator]
O=C(N/N=C/C1CCCCC1)c1ccccn1	10%	-19%	119%[activator]	-4%	13%	143%[activator]
CC(C)(C)C(=O)NCCCC(=O)O	.	.	-11%	0%	.	?
CC(C)(C)c1ccc(O)c(N)c1	-13%	6%	13µM*	.	.	?
N#Cc1ccc(N2CCN(C(=O)c3cccs3)CC2)c(F)c1	-19%	-7%	-26%	-9%	-1%	7%
CCOC(=O)Cn1nc(/C=C/c2ccc(C(C)C)cc2)ccc1=O	1%	5%	73%[activator]	-8%	-12%	99%[activator]
CCOC(=O)C1(Cc2ccccc2)CCCN(CCO)C1 (stereo unspecified)	-17%	5%	?	2%	0%	12%
CCCc1nnc(SCc2ccc(OCC)cc2)n1N	1%	-2%	?	-1%	34%[activator]	10%
